# Bim-Bcl-B = inhibitors of Bim-Bcl-B binding, primary screen, biochemical, multiplexed, human Bcl-2 family. Bcl-2-like protein 10 (Homo sapiens), Q9HD36. bead-based flow cytometry, Bim peptide-Bcl-B binding. inhibition, % at 10 µM. 190,000 tested, 0.073% active. AID 951, 2007;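 also: 0% = tracer peptide without compound and 100% = reference inhibitor peptide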
# ABCG2 inh = ABCG2 efflux pump inhibitors, primary screen, multiplex with ABCB1, IgMXP3 cells, flow cytometry. JC-1 efflux. 190,000 tested, 0.1% active. inhibition, % at 6.6 µM. Broad substrate specificity ATP-binding cassette transporter ABCG2 (Homo sapiens), Q9UNQ0;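 active = inhibition above 80%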;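 also: 0% = DMSO and 100% = nicardipine control wells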
#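 Test system: ABCG2 IgMXP3 and barcoded ABCB1 CCRF-Adr cell mix; Schedule: cells with compound and JC-1, 10 min at 25 °C, rotating, no wash; Technique: flow cytometry of retained JC-1 fluorescence; Measure: % inhibition of efflux relative to nicardipine and DMSO; Controls: nicardipine high and DMSO low controls.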
# RGS7-Gao reg = RGS7-Galphao binding modulators, primary screen, biochemical, multiplexed bead flow cytometry; Guanine nucleotide-binding protein G(o) subunit alpha (Homo sapiens), P09471; actives lie on both sides; binding response (% of control), % at 10 µM; 220,000 tested, 0.35% active; in the data active = binding response below about 49% or above about 150%; inconclusive = no clear call, values can overlap the other calls; inactive = in between;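 also: fluorescent Galphao held in activated GDP-AlF4 state binding bead-coupled RGS7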
# Target sequence (P09471 whole entry, looked up): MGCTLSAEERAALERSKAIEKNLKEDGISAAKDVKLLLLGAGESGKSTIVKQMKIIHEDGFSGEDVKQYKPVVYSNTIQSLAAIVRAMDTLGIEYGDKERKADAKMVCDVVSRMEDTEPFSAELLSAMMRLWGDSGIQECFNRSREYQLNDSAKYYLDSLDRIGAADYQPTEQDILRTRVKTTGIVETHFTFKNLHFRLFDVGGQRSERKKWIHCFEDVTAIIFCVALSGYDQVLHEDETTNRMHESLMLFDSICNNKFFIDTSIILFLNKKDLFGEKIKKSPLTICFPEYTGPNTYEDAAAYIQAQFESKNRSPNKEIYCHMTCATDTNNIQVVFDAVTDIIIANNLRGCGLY
# ABCB1 block = ABCB1 efflux pump inhibitors, primary screen, cell-based, multiplex, flow cytometry, ABCG2 counter-screen. CCRF-Adr cells, JC-1 efflux. 190,000 tested, 0.067% active. ATP-dependent translocase ABCB1 (Homo sapiens), P08183. inhibition, % at 6.6 µM; in the data active = inhibition above about 40%;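 also: 0% = vehicle and 100% = reference inhibitor; higher value means more JC-1 retained so stronger ABCB1 efflux block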
# RGS4-Gao reg = modulators of RGS4 binding to Galphao, primary screen, biochemical, multiplexed bead flow cytometry; Guanine nucleotide-binding protein G(o) subunit alpha (Homo sapiens), P09471; actives lie on both sides; binding response (% of control), % at 10 µM; 220,000 tested, 0.33% active; AID 1415, 2008; in the data active = binding response below about 49% or above about 150%; inactive = in between;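 also: fluorescent Galphao activated with aluminum fluoride binding bead-coupled RGS4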
# RGS8-Gao = RGS8-Galphao binding modulators, primary screen, biochemical, multiplexed bead flow cytometry. Guanine nucleotide-binding protein G(o) subunit alpha (Homo sapiens), P09471. actives lie on both sides. response (percent of control binding), % at 10 µM. 220,000 tested, 0.34% active. AID 1423, 2008; in the data active = response below about 60% or above about 140%; inactive = in between;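 also: Galphao activated as the GDP aluminium fluoride complex binding bead-coupled RGS8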
# Bim-Mcl-1 = inhibitors of Bim peptide binding to Mcl-1, primary screen, biochemical, bead-based flow cytometry, multiplex. Bim peptide-Mcl-1 binding. inhibition, % at 10 µM. 190,000 tested, 0.1% active. Induced myeloid leukemia cell differentiation protein Mcl-1 (Homo sapiens), Q07820;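 also: 0% = no compound tracer wells and 100% = peptide blocker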
# Target sequence (Q07820 whole entry, looked up): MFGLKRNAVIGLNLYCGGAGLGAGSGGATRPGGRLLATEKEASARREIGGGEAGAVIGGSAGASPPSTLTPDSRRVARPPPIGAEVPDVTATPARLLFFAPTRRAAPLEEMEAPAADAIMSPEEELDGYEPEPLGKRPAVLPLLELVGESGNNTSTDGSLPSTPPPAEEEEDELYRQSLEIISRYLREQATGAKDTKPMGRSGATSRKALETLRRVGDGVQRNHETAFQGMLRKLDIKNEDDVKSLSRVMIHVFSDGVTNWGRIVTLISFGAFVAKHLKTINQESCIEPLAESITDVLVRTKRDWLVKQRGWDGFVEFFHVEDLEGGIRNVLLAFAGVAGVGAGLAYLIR
# Bim-Bcl-W = inhibitors of Bim binding to Bcl-W, primary screen, biochemical, multiplexed, bead-based flow cytometry; 190,000 tested, 0.02% active; Bim peptide-Bcl-W binding; AID 952, 2007; inhibition, % at 10 µM;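 also: 0% = bound tracer without compound and 100% = peptide blocker; higher means less fluorescent Bim peptide bound to Bcl-W beads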
# Target sequence (Q92843 whole entry, looked up): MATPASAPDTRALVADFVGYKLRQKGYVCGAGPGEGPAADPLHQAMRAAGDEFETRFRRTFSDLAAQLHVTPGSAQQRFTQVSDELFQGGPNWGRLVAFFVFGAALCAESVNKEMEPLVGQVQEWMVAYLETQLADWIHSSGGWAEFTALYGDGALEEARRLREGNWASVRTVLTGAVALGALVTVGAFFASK
# Bim-Bfl-1 = inhibitors of Bim binding to Bfl-1, primary screen, biochemical, multiplexed, bead-based flow cytometry | Bcl-2-related protein A1 (Homo sapiens), Q16548 | Bim-Bfl-1 binding inhibition | inhibition, % at 10 µM | 190,000 tested, 0.12% active | AID 1008, 2008;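 also: 0% = wells without compound plus tracer and 100% = blocker peptide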
# Bim-Bcl-XL = inhibitors of Bim-Bcl-XL binding, primary screen, biochemical, multiplexed, bead flow cytometry, human Bcl-XL | Bcl-2-like protein 1 (Homo sapiens), Q07817 | inhibition, % at 10 µM | Bim peptide-Bcl-XL binding, fluorescence | 190,000 tested, 0.04% active | AID 1007, 2008
# Bim-Bcl-2 = inhibitors of Bim-Bcl-2 binding, primary screen, biochemical, multiplexed, human Bcl-2 family. Bead-based flow cytometry, Bim peptide-Bcl-2 binding. inhibition, % at 10 µM. AID 950, 2007. 190,000 tested, 0.06% active; in the data active = inhibition above about 40%; inconclusive = no clear call, values can overlap the other calls;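 also: 0% = no compound wells with probe peptide and 100% = reference peptide inhibitor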
# An asterisk follows results filed as active; ? = inconclusive; . = not tested or not shown. Rule as the data show it, unless noted: active = inhibition above about 40%.
# Second line of a record: Bim-Bcl-B	ABCG2 inh	RGS7-Gao reg	ABCB1 block	RGS4-Gao reg	RGS8-Gao	Bim-Mcl-1	Bim-Bcl-W	Bim-Bfl-1	Bim-Bcl-XL	Bim-Bcl-2
> Cc1ccc(S(=O)(=O)c2ccc(Cl)cc2)cc1S(=O)(=O)NC(C)C(=O)O (stereo unspecified)
→ -2	-4	102	-0.4	105	100	-3	-1	-1	-5	0
> Cc1cccc(C)c1N1C(=O)c2ccccc2C1=O
→ -2	1	102	0.4	102	100	-4	-4	0	-8	0
> COc1ccc2c(C)cc(N3CCCCCC3)nc2c1
→ 0	0	101	-0.2	99	99	1	-2	-5	-1	0
> CCOc1ccc(NC(=O)CCC(=O)c2ccc(-c3ccccc3)cc2)cc1
→ -5	10	97	.	99	104	-2	0	-5	-5	-2
> COc1ccc(C2Nc3ccccc3C(=O)N2NS(=O)(=O)c2ccccc2)cc1OC (stereo unspecified)
→ 0	1	96	0.5	96	99	0	0	1	-1	0
> COc1ccc(N2C(=O)CCC(C(=O)NCCCN3CCC(C)CC3)C2c2ccc(OC)c(OC)c2)cc1 (stereo unspecified)
→ -1	6	105	0.2	108	108	0	-3	-4	-1	-3
> Cc1nn(-c2ccccc2)c2c1C1(C(=O)Nc3ccccc31)N1C(=N2)Sc2ccccc21 (stereo unspecified)
→ -3	1	97	0.1	100	99	1	-2	0	-2	1
> CC(C)(C)Nc1nc2nonc2nc1NC(C)(C)C
→ -10	8	95	0.3	101	102	0	0	-12	-9	-10
> CN1/C(=C\C(=O)COC(=O)c2ccco2)C(C)(C)c2ccccc21
→ -1	9	?	1.0	98	99	0	0	-7	0	-5
> COC(=O)c1cc(C(=O)OC)cc(N2C(=O)CC(NNC(=O)c3ccccc3Br)C2=O)c1 (stereo unspecified)
→ -4	1	96	0.0	99	99	-2	0	-3	-3	-2

# Remaining list, next part
# Second line of a record: Bim-Bcl-B	ABCG2 inh	RGS7-Gao reg	ABCB1 block	RGS4-Gao reg	RGS8-Gao	Bim-Mcl-1	Bim-Bcl-W	Bim-Bfl-1	Bim-Bcl-XL	Bim-Bcl-2
> COc1ccc(/C=N/Nc2ncc(C(F)(F)F)cc2Cl)cc1OC
→ -2	11	113	0.7	118	138	-2	-2	-3	-4	0
> C=C(C)[C@@H]1CC=C(CN2CCC(CCOC)(C(=O)OCC)CC2)CC1
→ -3	4	96	0.6	93	103	-3	0	-5	-3	-5
> CC(C)C(C(=O)O)N1C(=O)/C(=C/C=C/c2ccco2)SC1=S (stereo unspecified)
→ -9	-12	83	-2.0	94	94	0	0	-11	-4	-2
> Cc1cc(-c2nc3cccnc3s2)ccc1NS(=O)(=O)c1ccc2c(c1)OCCO2
→ -9	2	101	0.6	105	100	-2	0	-12	-5	-11
> CC(=O)Oc1ccc(S(=O)(=O)c2ccc(OC(C)=O)cc2)cc1
→ -1	1	101	-1.1	101	101	1	0	-5	1	-3
> CCO/C=C1/C(=O)N(Cc2ccccc2)C(=O)c2ccccc21
→ -7	-2	99	-1.3	101	102	-4	-2	-3	-4	-5
> c1ccc(CCN(Cc2ccccc2)Cc2nc(C3CC3)no2)cc1
→ -5	2	105	0.6	102	105	-2	-2	-5	-2	-8
> COC(=O)c1ccnc(/C=N/O)c1
→ -8	10	95	0.7	90	97	-3	0	-15	-3	-12
> S=c1[nH]nc(-c2ccncc2)n1/N=C/c1ccccc1
→ -43	-5	103	-1.2	103	101	-5	-5	9	-4	1
> CCc1nc(N2CCN(Cc3ccc4c(c3)OCO4)CC2)c2oc3ccccc3c2n1
→ -4	2	101	1.8	103	104	-1	-3	-2	-1	-6

# Additional compounds:
# Second line of a record: Bim-Bcl-B	ABCG2 inh	RGS7-Gao reg	ABCB1 block	RGS4-Gao reg	RGS8-Gao	Bim-Mcl-1	Bim-Bcl-W	Bim-Bfl-1	Bim-Bcl-XL	Bim-Bcl-2
> COc1ccc2c(C)cc(SC3CCOC3=O)nc2c1 (stereo unspecified)
→ -5	2	93	0.4	88	80	0	-2	5	-3	-3
> O=C(Nc1ccc(N2CCOCC2)c(Cl)c1)c1ccco1
→ -8	52	99	1.5	101	101	-1	3	-18	-1	-4
> COC(=O)CCC(=O)Nc1cccc(Cl)c1
→ -4	30	97	1.1	99	100	-5	-5	-20	-9	-7
> Cc1cccc(CSCc2nnc(N)s2)c1
→ -14	-1	102	-0.2	106	104	-6	-2	-14	-9	-13
> N#C/C(=C/c1cccn1-c1cccc(C(=O)O)c1)c1ccc(Cl)cc1
→ -5	0	90	-1.1	97	98	0	-2	-2	-4	-1
> CCOC(=O)N1CCc2c(sc(NC(=O)CN3CCN(C)CC3)c2C(=O)Nc2ccccc2)C1
→ -4	5	100	1.4	102	100	4	0	-4	-3	-3
> O=C(N/N=C/c1ccccc1OCc1ccccc1)c1cccnc1
→ -3	50	77	4.6	78	77	-1	-1	0	-6	6
> O=C(CN(Cc1ccc2c(c1)OCO2)C(=O)c1cnsn1)NC1CCCC1
→ 0	1	100	0.2	105	101	0	0	0	0	0
> CCC(=O)Nc1ccc(N2CCN(C(=O)c3cccs3)CC2)cc1
→ -2	4	97	-0.2	101	100	0	-1	-6	-3	-2
> O=C(CN1CCN(C(c2ccccc2)c2ccccc2)CC1)NCc1ccccc1
→ 0	2	104	1.1	101	102	2	-2	-3	-2	-2

# 4 compounds drawn at random from those above:
# Second line of a record: Bim-Bcl-B	ABCG2 inh	RGS7-Gao reg	ABCB1 block	RGS4-Gao reg	RGS8-Gao	Bim-Mcl-1	Bim-Bcl-W	Bim-Bfl-1	Bim-Bcl-XL	Bim-Bcl-2
> CCOC(=O)N1CCc2c(sc(NC(=O)CN3CCN(C)CC3)c2C(=O)Nc2ccccc2)C1
→ -4	5	100	1.4	102	100	4	0	-4	-3	-3
> CCC(=O)Nc1ccc(N2CCN(C(=O)c3cccs3)CC2)cc1
→ -2	4	97	-0.2	101	100	0	-1	-6	-3	-2
> COc1ccc2c(C)cc(SC3CCOC3=O)nc2c1 (stereo unspecified)
→ -5	2	93	0.4	88	80	0	-2	5	-3	-3
> COC(=O)CCC(=O)Nc1cccc(Cl)c1
→ -4	30	97	1.1	99	100	-5	-5	-20	-9	-7

# Further compounds.
# Second line of a record: Bim-Bcl-B	ABCG2 inh	RGS7-Gao reg	ABCB1 block	RGS4-Gao reg	RGS8-Gao	Bim-Mcl-1	Bim-Bcl-W	Bim-Bfl-1	Bim-Bcl-XL	Bim-Bcl-2
> O=C(CCC1CCCC1)N1CCN(C(=O)c2cccnc2)CC1
→ -8	0	93	0.1	97	99	-2	0	-14	-12	-15
> O=C(NN=C1CCCCCCCCCCC1)c1cccc(S(=O)(=O)N2CCOCC2)c1
→ -1	1	95	-0.1	96	98	-1	0	1	1	1
> Cc1ccc(SCc2cc(=O)[nH]c(N3CCCCC3)n2)cc1
→ -4	26	98	1.2	99	99	0	0	-9	-4	-8
> CC(C)CNC(=O)c1ccccc1NC(=O)CN(c1ccccc1)S(=O)(=O)N(C)C
→ -1	2	75	0.6	85	87	0	-3	-1	-1	-2
> O=C(CN1C(=O)C2CC=CCC2C1=O)NC1=NCCS1 (stereo unspecified)
→ -12	-7	92	-6.3	93	98	0	0	-7	-5	-11
> CCCCC1(CC(=O)OCC)C(=O)N(c2ccccc2)N(c2ccccc2)C1=O
→ -5	-5	95	0.7	93	83	-3	-1	0	-2	0
> O=C(O)c1ccc(Nc2nc(-c3ccccc3)c3ccccc3n2)cc1
→ -4	0	?	-0.9	106	101	-3	-2	2	0	0
> COc1ccccc1OC(C)C(=O)O (stereo unspecified)
→ 0	1	99	0.8	99	106	-1	0	0	-1	-3
> O=C(O)c1c2c(nc3ccc(S(=O)(=O)N4CCC(C(=O)NC5CCCC5)CC4)cc13)CCCCC2
→ -4	2	96	0.1	94	95	1	0	-9	-4	-5
> O=c1c2ccccc2[nH]c(=S)n1Cc1cccs1
→ -4	0	100	-0.5	102	106	2	-1	-4	-2	-4

# Brought forward from above: 3 compounds; new compounds follow.
# Second line of a record: Bim-Bcl-B	ABCG2 inh	RGS7-Gao reg	ABCB1 block	RGS4-Gao reg	RGS8-Gao	Bim-Mcl-1	Bim-Bcl-W	Bim-Bfl-1	Bim-Bcl-XL	Bim-Bcl-2
> COc1ccccc1OC(C)C(=O)O (stereo unspecified)
→ 0	1	99	0.8	99	106	-1	0	0	-1	-3
> O=C(O)c1c2c(nc3ccc(S(=O)(=O)N4CCC(C(=O)NC5CCCC5)CC4)cc13)CCCCC2
→ -4	2	96	0.1	94	95	1	0	-9	-4	-5
> O=c1c2ccccc2[nH]c(=S)n1Cc1cccs1
→ -4	0	100	-0.5	102	106	2	-1	-4	-2	-4
> O=C(NCCCN1CCOCC1)c1ccc([N+](=O)[O-])cc1[N+](=O)[O-]
→ 0	2	101	0.4	98	100	1	-1	-6	-1	-2
> CC(N=Cc1cc([N+](=O)[O-])ccc1O)c1ccccc1 (stereo unspecified)
→ -4	2	102	0.6	104	102	0	-4	-13	-4	-5
> Cc1ccc(S(=O)(=O)N[C@@H](CC(C)C)C(=O)NCc2ccco2)cc1
→ -8	0	102	0.0	105	102	0	4	-5	1	-2
> CC1CCC(C(C)C)C(OC(=O)C[n+]2cccc(C(N)=O)c2)C1 (stereo unspecified)
→ -1	2	99	0.6	100	102	-3	-1	0	-1	0
> Cc1ccccc1C(=O)N1CCC(C(=O)Nc2ccc(F)cc2)CC1
→ -9	1	98	0.2	100	99	-4	-3	-12	-11	-9
> CCn1cc(CNC(=O)c2ccc(Cl)c([N+](=O)[O-])c2)c(C)n1
→ 1	2	98	0.2	96	100	7	-5	1	-5	1
> COc1ccc(CC(=O)OCC(=O)NC(=O)NC23CC4CC(CC(C4)C2)C3)cc1
→ -12	10	98	0.8	100	103	-2	2	-12	-5	-8
> COC(=O)c1cn(C(=O)c2ccc(C)cc2)c2ccccc12
→ -5	1	97	0.1	101	101	-3	-4	-6	-2	-3
> COc1ccc(CNC(=O)CN(Cc2ccc(C)cc2)S(=O)(=O)c2ccc(Cl)cc2)cc1
→ -6	1	110	0.4	112	110	3	1	-3	-4	-7
> COc1cc(C2/C(=C(\O)c3ccc4c(c3)CC(C)O4)C(=O)C(=O)N2Cc2ccco2)ccc1O (stereo unspecified)
→ 1	1	18*	-0.1	18*	13*	0	0	1	-2	5
